PP5 inh: PP5 phosphatase inhibitors, primary screen, biochemical, fluorescence; AID 1987, 2009; inhibition, % at 6.7 µM; 0.18% of 320,000 active; Serine/threonine-protein phosphatase 5 (Homo sapiens), P53041; purified PP5c, OMFP substrate fluorescence;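 active means inhibition above the campaign's mean inhibition across all tested compounds plus 3 SD, cut at about 9.5% in these data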;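 further: 0% = DMSO only and 100% = 100 µM cantharidin control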
Target sequence (P53041 whole entry, looked up): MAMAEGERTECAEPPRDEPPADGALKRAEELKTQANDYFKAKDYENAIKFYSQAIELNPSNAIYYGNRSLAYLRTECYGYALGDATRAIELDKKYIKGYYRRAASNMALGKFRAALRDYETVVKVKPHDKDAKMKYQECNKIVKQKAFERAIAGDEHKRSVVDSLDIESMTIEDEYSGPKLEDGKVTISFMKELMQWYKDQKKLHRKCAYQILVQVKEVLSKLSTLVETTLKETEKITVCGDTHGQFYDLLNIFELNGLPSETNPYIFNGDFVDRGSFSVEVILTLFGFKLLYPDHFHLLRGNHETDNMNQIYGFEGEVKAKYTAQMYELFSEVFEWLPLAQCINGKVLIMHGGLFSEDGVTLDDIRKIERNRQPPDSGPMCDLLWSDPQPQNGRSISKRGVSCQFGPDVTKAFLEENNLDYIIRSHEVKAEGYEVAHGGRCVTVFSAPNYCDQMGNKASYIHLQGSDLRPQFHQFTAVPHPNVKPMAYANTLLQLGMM
proCasp7 act: procaspase-7 activators, primary screen, counter-screen for procaspase-3 activator project, biochemical, absorbance, HTS, human | recombinant procaspase-7, Ac-DEVD-pNA absorbance 405 nm; D23A/D198A/D206A triple mutant, cannot self-cleave; scale: DMSO 0, 5 µM enzyme 100 | activation, % at 8.5 µM | 0.093% of 330,000 active | AID 463210, 2010 | Caspase-7 (Homo sapiens), P55210;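 active means percent activation above the screen-wide mean plus 3 SD, cut at about 25% in these data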
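Detection: p-Nitroaniline absorbance at 405 nm, read at 0 and 120 min; system: Uncleavable procaspase-7 mutant enzyme; evaluation: % activation from two-timepoint absorbance difference, scaled to controls; times: 1 h enzyme–compound preincubation and 2 h substrate reaction, both 25 °C; buffer or medium: Zinc-free HEPES pH 7.4 with 300 mM NaCl, 0.01% Triton X-100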
TPT1 inh: Candida albicans TPT1 enzyme inhibitors, primary screen, biochemical, fluorescence polarization; AID 1962, 2009; inhibition, % at 5 µM; 0.81% of 300,000 active; tRNA 2'-phosphotransferase TPT1 (Candida albicans SC5314); recombinant caTPT1, FP RNA substrate dephosphorylation;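 active means inhibition above the mean of all tested compounds plus 3 SD, set per screening campaign, cut at about 24% in these data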;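 further: plate controls were DMSO alone for no effect and ferristatin control at 100 nM for full effect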
Efflux pump inh: inhibitors of Candida efflux pumps in yeast, primary screen, S. cerevisiae, Nile Red, multiplex; S. cerevisiae Candida pump triplex; inhibition, % at 10 µM; 0.44% of 330,000 active;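 active means plate passing quality check with inhibition over a set limit, or well fluorescence over plate mean plus 4 SD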;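 further: Nile Red retained in pooled yeast measured as flow cytometry median fluorescence; 0% = buffer negative control and 100% = Enniatin B positive control; higher means more Nile Red kept so more efflux inhibition; some compounds called inactive have numbers as strong as hits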
procasp3 activ: activators of human procaspase-3 D3A mutant, primary screen, biochemical, absorbance, PC-3 D3A mutant, single concentration | activation, % at 8.5 µM | Caspase-3 (Homo sapiens), P42574 | AID 463141, 2010 | 0.11% of 330,000 active | recombinant procaspase-3 D3A, Ac-DEVD-pNA absorbance 405 nm;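 active means activation above the mean of all tested compounds plus 3 SD, cut at about 21% in these data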;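 further: 0% = DMSO alone and 100% = DMSO wells spiked with extra 5 µM PC-3 D3A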
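Test system: Procaspase-3 D3A mutant, all three cleavage aspartates alanine | Dosing: Single dose, 8.5 µM nominal compound, 0.8% DMSO | Schedule: 1 h preincubation, 2 h reaction | Technique: 405 nm absorbance of p-nitroaniline, reads at 0 and 120 min | Repeats: One well per compound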
JMJD2C inh: inhibitors of GASC-1 histone demethylase, primary screen, biochemical, fluorescence, DELFIA europium. Lysine-specific demethylase 4C (Homo sapiens), Q9H3R0. GST-JMJD2C(1-420) H3K9me3 demethylation. inhibition, % at 2.35 µM. 0.069% of 330,000 active. AID 2099, 2009;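 active means more than half of a compound's replicate wells show inhibition beyond 50%, single wells judged on their own value; inconclusive means some, but no more than half, of replicates pass 50% inhibition; inactive means no replicate passes 50% inhibition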;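 further: signal counts dimethyl H3K9 product captured on neutravidin plate; 0% = median of DMSO wells and 100% = 0.3 times that DMSO median; strong numbers were not always called active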
Target sequence (Q9H3R0 1-420 limits assumed): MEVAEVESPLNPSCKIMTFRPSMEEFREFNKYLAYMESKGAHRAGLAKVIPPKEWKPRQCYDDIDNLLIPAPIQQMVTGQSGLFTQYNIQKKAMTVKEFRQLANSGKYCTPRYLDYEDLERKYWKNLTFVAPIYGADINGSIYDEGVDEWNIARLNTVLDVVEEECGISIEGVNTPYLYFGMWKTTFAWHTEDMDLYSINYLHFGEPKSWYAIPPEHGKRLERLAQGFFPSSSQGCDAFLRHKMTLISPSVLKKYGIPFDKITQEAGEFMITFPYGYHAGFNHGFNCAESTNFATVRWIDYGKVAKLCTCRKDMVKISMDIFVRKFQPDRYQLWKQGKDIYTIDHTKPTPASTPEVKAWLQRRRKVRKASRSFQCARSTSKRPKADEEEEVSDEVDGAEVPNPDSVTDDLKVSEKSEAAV
Fh CTSL1 inh: Fasciola hepatica cathepsin L1 inhibitors, primary screen, counter-screen for PFM18AAP inhibitor project, biochemical, QFRET, fluorogenic peptide substrate | recombinant F. hepatica cathepsin L1, Z-Leu-Arg-MCA fluorescence | inhibition, % at 5.96 µM | 0.49% of 300,000 active;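 active means inhibition above the mean of all tested compounds plus 3 SD, set per screening campaign, cut at about 17% in these data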;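 further: 0% = plate median of test compound wells and 100% = 1 µM Z-Phe-Ala-diazomethylketone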
PP1 inh: PP1-alpha phosphatase inhibitors, primary screen, counter-screen for PP5 inhibitor project, biochemical, fluorescence, OMFP substrate, single point; Serine/threonine-protein phosphatase PP1-alpha catalytic subunit (Homo sapiens), P62136; purified PP1alpha; inhibition, % at 6.7 µM; 0.9% of 320,000 active;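 active means inhibition above the mean inhibition of all tested compounds plus 3 SD, computed separately for each screening campaign, cut at about 15% in these data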
HCV core dimer: inhibitors of HCV core protein dimerization, primary screen, biochemical, TR-FRET, high-throughput; TR-FRET GST/Flag-core106 dimerization, 1536-well; inhibition, % at 5 µM; AID 1899, 2009; 0.33% of 300,000 active;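 active means inhibition above the mean of all tested compounds plus 3 SD, set per screening campaign, cut at about 45% in these data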
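Material: Tagged HCV core106 pair (GST and Flag) | Amount: GST-core106 13.5 nM, Flag-core106 17 nM | Medium: KF-containing HEPES buffer, pH 7.45, DTT, CHAPS, BSA | Reagent: Eu donor and XL665 acceptor anti-tag antibodies | Schedule: 4 h at 22.5 °C | Technique: Time-resolved FRET, ex 340 nm, em 617 and 671 nm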
* hit, by the source's call; ? = inconclusive; nt = no result given. Outcome played no part in choosing rows; 2.9% or so of the library scored in one or more.

SMILES	PP5 inh	proCasp7 act	TPT1 inh	Efflux pump inh	procasp3 activ	JMJD2C inh	Fh CTSL1 inh	PP1 inh	HCV core dimer
O=C(c1ccc2c(c1)OCO2)N1CCN(c2ccccc2)CC1	2.8	9	-3	0.3	6	-2	-2	0	-8
CSCc1c(C(=O)NCCc2ccccn2)oc2ccccc12	0.8	9	2	-0.1	8	-2	1	2	0
CCOC(=O)CC1C(=O)NCCN1S(=O)(=O)c1ccc(F)cc1 (stereo not given)	1.2	18	-1	-0.1	4	-1	-2	0	5
CCc1ccc(-c2cc(C)no2)cc1S(=O)(=O)N1CCCN(Cc2ccc(F)cc2)C1	0.8	13	-1	-0.1	4	4	0	1	0
O=C(NCC1CCCO1)c1ccc(C(=O)NCC2CCCO2)cc1 (stereo not given)	-0.3	8	8	0.2	4	-29	1	-5	1
Cn1nnnc1SCC(=O)N1N=C(c2cccs2)CC1c1cccs1 (stereo not given)	nt	-15	nt	0.2	3	8	nt	nt	nt
COc1cc(OC)cc(-c2nnc(SCC(=O)NCc3cccs3)o2)c1	-0.7	14	1	0.0	2	8	8	-5	-2
O=C(c1ccc(Cl)cc1)N1CCN(c2cc(=O)[nH]nc2-c2ccccc2)CC1	-0.6	-6	0	0.1	9	-4	6	-1	-3
CCOc1ccc(S(=O)(=O)N2CCN(C(=O)CCC(=O)N3CCOCC3)CC2)cc1	3.1	-4	0	0.1	-2	9	4	-3	3
CCn1cc(Br)c(C(=O)Nc2ccc(F)c(Cl)c2)n1	0.4	0	-3	-0.2	-2	-5	2	-4	6
Cc1ccc(-n2c(SCC(=O)N/N=C/C=C/c3ccccc3[N+](=O)[O-])nc3ccccc3c2=O)cc1	3.1	20	0	0.3	5	4	-1	17*	18
COc1ccc(N2CCN(C(=O)CCNS(=O)(=O)c3ccc(C)cc3)CC2)cc1	0.8	-9	-1	0.3	-3	-8	-2	2	11
O=C(NCc1cccs1)C(=O)NCC1OCCCN1S(=O)(=O)c1ccccc1 (stereo not given)	-0.2	2	-1	0.0	8	21	4	2	4
CCc1cc[n+](-c2nc([O-])sc2C=O)cc1	-0.3	1	-72	0.1	-4	5	3	-1	1
CCCCCN(C(=O)NC(=O)Nc1cccc(C)c1C)S(C)(=O)=O	1.9	9	1	0.0	12	1	6	5	-2
Cc1cccc(N2CCN(c3nnnn3-c3ccccc3)CC2C)c1 (stereo not given)	-0.5	4	-2	0.0	-4	-1	4	-3	14
N#CCSc1nccc(/C=C/c2ccccc2)n1	1.0	-15	-2	-0.2	4	-3	4	-1	-2
Cc1ccccc1-n1c(O)c(C=NC2CCS(=O)(=O)C2)c2ccccc2c1=O (stereo not given)	0.5	2	-4	-0.1	2	10	0	-6	-1
O=C(COC(=O)c1ccccn1)NNC(=O)c1ccc(Br)cc1	nt	1	nt	0.1	5	-6	nt	nt	nt
COc1ccc(CNC(=O)C2CCN(c3nnc(N4CCCC4=O)s3)CC2)cc1	-1.1	-3	0	-0.1	-3	-4	-2	-5	-4
COC(=O)c1ccc(NS(=O)(=O)c2cc(C)ccc2OC)cc1	-1.6	0	-2	-0.1	-4	2	-1	-3	2
CCNc1nc(NCC)nc(N/N=C/c2ccc(O)c(O)c2)n1	-2.1	-3	0	-0.2	0	-3	1	0	0
CCOc1ccccc1NC(=O)C(=O)NCCC1=CCCCC1	-0.3	6	2	0.3	-1	3	-3	-5	0
COc1cc(/C=N/NC(=O)c2nnn(-c3nonc3N)c2-c2cccs2)ccc1O	1.5	3	-5	-0.1	15	4	4	1	-4
COc1ccc(-n2cnnc2SCc2cnc(-c3ccccc3)s2)cc1	1.3	0	-1	0.0	2	6	-4	-2	5
CCCNC(=O)c1ccc(N2CCC3(CC2)CC(c2ccccc2)=NO3)c(NC(=O)c2cccc(OC)c2)c1	3.1	-2	0	0.4	3	?	3	12	8
CC(C)Oc1ccc(C2CNC(=O)C2)cc1 (stereo not given)	0.7	-2	0	-0.1	10	0	-6	-1	-10
Cc1ccc(C(=O)NCCc2cccc(Cl)c2)cc1[N+](=O)[O-]	1.8	2	-5	0.1	-11	1	-1	-1	13
S=c1nc(-c2ccccc2Cl)[nH][nH]1	1.5	-12	4	0.1	-3	-5	0	-1	-2
COc1cc2c(cc1OC)CN(c1ccc([N+](=O)[O-])cc1Cl)CC2	1.8	-19	-1	0.0	-3	10	-1	-1	3
CC(=O)NCCCc1nc2ccccc2n1Cc1cc(C)ccc1C	5.0	-1	-1	0.0	-5	0	-2	3	-2
CCOC(=O)CN1C(=O)N[C@@H](c2cccc(F)c2)C(C(=O)OC)=C1C	1.9	10	-5	-0.1	-5	6	-2	2	-16
Cc1cccc(C(=O)NNC(=O)C2CCCO2)c1 (stereo not given)	1.2	-8	-3	0.1	5	9	4	-1	-2
CCCN(CCC)CC(O)CN(c1cc([N+](=O)[O-])ccc1OC)S(=O)(=O)c1ccccc1 (stereo not given)	-0.6	1	0	-0.1	4	19	-3	-6	2
O=C(c1ccco1)N1CCN(S(=O)(=O)c2cccc(Cl)c2)CC1	0.1	2	-1	-0.1	-3	1	0	2	-5
CCOc1ccccc1/C=C(\C#N)C(=O)Nc1cccc(C(=O)O)c1	-1.5	2	2	-0.1	7	2	-4	-1	1

Ordered by heavy-atom count (ascending): part of the list above
SMILES	PP5 inh	proCasp7 act	TPT1 inh	Efflux pump inh	procasp3 activ	JMJD2C inh	Fh CTSL1 inh	PP1 inh	HCV core dimer
S=c1nc(-c2ccccc2Cl)[nH][nH]1	1.5	-12	4	0.1	-3	-5	0	-1	-2
CC(C)Oc1ccc(C2CNC(=O)C2)cc1 (stereo not given)	0.7	-2	0	-0.1	10	0	-6	-1	-10
CCn1cc(Br)c(C(=O)Nc2ccc(F)c(Cl)c2)n1	0.4	0	-3	-0.2	-2	-5	2	-4	6
Cc1ccc(C(=O)NCCc2cccc(Cl)c2)cc1[N+](=O)[O-]	1.8	2	-5	0.1	-11	1	-1	-1	13
O=C(c1ccc2c(c1)OCO2)N1CCN(c2ccccc2)CC1	2.8	9	-3	0.3	6	-2	-2	0	-8
O=C(NCC1CCCO1)c1ccc(C(=O)NCC2CCCO2)cc1 (stereo not given)	-0.3	8	8	0.2	4	-29	1	-5	1
CCOC(=O)CN1C(=O)N[C@@H](c2cccc(F)c2)C(C(=O)OC)=C1C	1.9	10	-5	-0.1	-5	6	-2	2	-16
COc1ccc(-n2cnnc2SCc2cnc(-c3ccccc3)s2)cc1	1.3	0	-1	0.0	2	6	-4	-2	5
COc1ccc(CNC(=O)C2CCN(c3nnc(N4CCCC4=O)s3)CC2)cc1	-1.1	-3	0	-0.1	-3	-4	-2	-5	-4
CCOc1ccc(S(=O)(=O)N2CCN(C(=O)CCC(=O)N3CCOCC3)CC2)cc1	3.1	-4	0	0.1	-2	9	4	-3	3
CCCN(CCC)CC(O)CN(c1cc([N+](=O)[O-])ccc1OC)S(=O)(=O)c1ccccc1 (stereo not given)	-0.6	1	0	-0.1	4	19	-3	-6	2
Cc1ccc(-n2c(SCC(=O)N/N=C/C=C/c3ccccc3[N+](=O)[O-])nc3ccccc3c2=O)cc1	3.1	20	0	0.3	5	4	-1	17*	18

Later entries.
SMILES	PP5 inh	proCasp7 act	TPT1 inh	Efflux pump inh	procasp3 activ	JMJD2C inh	Fh CTSL1 inh	PP1 inh	HCV core dimer
COCCN1Cc2cccc(C(=O)Nc3cccc(-c4nc5ccccc5[nH]4)c3)c2C1=O	-0.4	0	-2	0.1	-5	-95	8	-3	2
COc1cccc(-c2nn(-c3ccccc3)cc2C(=O)Nc2nccs2)c1	4.0	1	-1	-0.1	5	-2	3	5	1
COCN(C#N)c1nc(OC)nc(OC)n1	3.2	-3	-1	0.0	5	-7	-1	-3	9
Cc1nonc1NC(=O)CSc1nc2ccccc2o1	0.6	-3	-1	0.0	14	-9	2	0	-9
O=C(Nc1ccc(Cl)cc1)[C@@H]1[C@@H]2C(=O)N(c3cccc(F)c3)C(=O)[C@@H]2[C@H]2C=CC=NN21	-1.9	-1	0	0.0	-4	9	2	1	20
CN(CC(=O)Nc1cccc(F)c1)CC(=O)N(C)c1c(N)n(Cc2ccccc2)c(=O)[nH]c1=O	nt	7	nt	-0.3	6	8	nt	nt	nt
COCCOc1ccc(C(F)(F)F)cc1N	-1.0	13	0	-0.1	0	-12	1	-1	-1
O=C(CCSc1ccc(Cl)cc1)NC1CCCCC1	-0.9	3	-1	0.2	-2	-8	4	-1	3
COc1ccc(S(=O)(=O)N2CCOCC2)cc1NC(=O)CSc1nc(C)c(C)c(C)n1	nt	-3	nt	0.2	2	3	nt	nt	nt
S=c1[nH]nc(-c2ccccc2)n1/N=C/C=C/c1ccco1	4.4	-22	4	-0.2	-15	-11	4	5	28
